S1P4 agonist – agonists of human S1P4 receptor. S1P4-expressing cell line, agonist reporter assay. O95977. hit rate 0.35% among 220,000. AID 1509. activation, % at 4.98 µM; in the data active = activation above about 11%;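 also: 0% = DMSO vehicle and 100% = reference agonist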
CHOP inh – blocks CHOP induction under ER stress. CHO-K1 CHOP-promoter luciferase, tunicamycin-induced, 15-18 h. inhibition, % at 10 µM. hit rate 3.8% among 220,000. AID 2732;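 active = compounds that reduced the stress-induced luciferase reporter signal by more than about 70% of percent inhibition, limit read from the data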;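 also: 0% = tunicamycin plus vehicle and 100% = wells without tunicamycin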
S1P4 antag – human S1P4 receptor antagonism | O95977 | inhibition, % at 4.98 µM | S1P4-expressing cells, antagonist mode, reporter read-out | hit rate 0.26% among 220,000; in the data active = inhibition above about 29%;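 also: 0% = wells stimulated with agonist and 100% = vehicle wells without agonist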
NPY2 pot ag – potentiators or agonists of human neuropeptide Y receptor Y2 | P49146 | cells expressing NPY-Y2, potentiator/agonist read-out | activation, % at 3.6 µM | hit rate 0.45% among 220,000 | AID 1359; in the data active = activation above about 27%;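 also: cells stimulated with NPY near EC25 plus isoproterenol at EC100; 0% = vehicle plus submaximal agonist and 100% = vehicle plus saturating agonist; some results beyond the cut were filed as inactive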
EP2 modulator – EP2 receptor (human) modulation. P43116. EP2-expressing cells, cAMP HTRF FRET, PGE2 co-stimulation. induction, % at 25 µM. hit rate 0.83% among 260,000. AID 940;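 active = compounds whose cAMP rise, as percent of the full-agonist control response, exceeds 60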;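 also: rat C6 glioma line stably carrying human EP2 under a CMV promoter; the protocol text gives 20 µM as final concentration; 100% = response of wells given 1 µM PGE2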
TRPN1 ag – activates the zebrafish TRPN1 channel | HEK293 zebrafish TRPN1-YFP, Fluo-8 calcium fluorescence; 100% = response to 87 µM carbachol | activation, % at 3 µM | hit rate 0.18% among 220,000 | AID 1424;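 active = activation above its plate's cutoff, the mean activation of test wells on that plate plus 3 SD, cut at about 19% in these data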;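 also: 0% = DMSO alone and 100% = 87 µM carbachol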
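Material: zebrafish TRPN1-YFP in HEK293 cells; Doses: single test compound dose, 3 µM nominal, 0.3% DMSO; Timing: dye loading 1 h at 37 °C, then 30 min room temperature; Technique: intracellular calcium fluorescence with Fluo-8; Benchmarks: high carbachol 87 µM, low DMSO alone.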
TRPML3 agonist – activates the human TRPML3 channel; Q8TDD5; HEK293 TRPML3-YFP, Fluo-8 calcium fluorescence; 100% = the carbachol control signal; activation, % at 3 µM; hit rate 0.29% among 220,000;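 active = activation above its plate's cutoff, the mean activation of the plate's test wells plus 3 SD, cut at about 12% in these data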;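 also: 0% = DMSO only wells and 100% = carbachol wells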
Target sequence (Q8TDD5 whole entry, looked up): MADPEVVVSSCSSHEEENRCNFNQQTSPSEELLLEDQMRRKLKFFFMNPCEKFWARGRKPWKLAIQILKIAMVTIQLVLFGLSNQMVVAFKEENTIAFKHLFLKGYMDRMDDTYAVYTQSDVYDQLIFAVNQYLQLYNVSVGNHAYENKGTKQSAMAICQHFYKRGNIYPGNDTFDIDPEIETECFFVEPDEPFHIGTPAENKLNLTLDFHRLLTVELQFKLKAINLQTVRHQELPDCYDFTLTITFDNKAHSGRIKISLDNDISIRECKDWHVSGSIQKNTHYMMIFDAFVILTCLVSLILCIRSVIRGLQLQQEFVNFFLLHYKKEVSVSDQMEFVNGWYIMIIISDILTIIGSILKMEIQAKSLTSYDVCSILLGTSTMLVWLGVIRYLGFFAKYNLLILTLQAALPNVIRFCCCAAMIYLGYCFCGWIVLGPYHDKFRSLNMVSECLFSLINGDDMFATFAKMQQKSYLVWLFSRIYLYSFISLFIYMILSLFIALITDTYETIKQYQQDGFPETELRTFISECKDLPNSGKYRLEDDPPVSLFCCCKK
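Test system: HEK293 cells stably carrying human TRPML3-YFP; Doses: single dose, 3 µM final nominal compound, 0.3% DMSO final; Schedule: dye loading 1 h 37 °C then 30 min ambient, 125 s read; Technique: Fluo-8 calcium fluorescence; Benchmarks: high control carbachol 87 µM, low control DMSO.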
NPY1 pot ag – human NPY-Y1 potentiation or agonism, primary screen. NPY-Y1 expressing cells, potentiator/agonist activation. activation, % at 3.6 µM. hit rate 0.37% among 220,000. AID 1304; in the data active = activation above about 33%, passing the limit was not always enough;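 also: cells stimulated with NPY at EC10 then isoproterenol at EC100; 0% = low agonist plus stimulus and 100% = saturating agonist plus stimulus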
Target sequence (P25929 whole entry, looked up): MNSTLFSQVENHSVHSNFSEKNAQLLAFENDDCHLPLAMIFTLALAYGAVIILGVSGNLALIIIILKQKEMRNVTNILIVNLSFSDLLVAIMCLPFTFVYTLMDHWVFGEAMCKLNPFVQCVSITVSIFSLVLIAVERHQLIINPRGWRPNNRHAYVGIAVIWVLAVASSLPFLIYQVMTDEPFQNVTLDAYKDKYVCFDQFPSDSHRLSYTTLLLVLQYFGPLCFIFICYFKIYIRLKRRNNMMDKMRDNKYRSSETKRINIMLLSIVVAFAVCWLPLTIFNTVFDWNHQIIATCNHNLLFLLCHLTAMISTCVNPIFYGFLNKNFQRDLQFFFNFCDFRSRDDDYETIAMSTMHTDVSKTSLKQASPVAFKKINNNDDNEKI
NPY-Y1 antag – blocks the human neuropeptide Y Y1 receptor; hit rate 1% among 200,000; P25929; inhibition, % at 3.6 µM; AID 1040; HEK293-CNG Y1 cells, membrane potential fluorescence; NPY at EC95, then isoproterenol;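 active = inhibition above the campaign mean inhibition of all tested compounds plus 3 SD, cut at about 20% in these data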;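 also: 0% = DMSO wells given NPY plus isoproterenol and 100% = isoproterenol alone without NPY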
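Benchmarks – high control isoproterenol alone, low control NPY with isoproterenol · Material – HEK293 Y1/CNG channel cell line · Times – dye 3 h, compound 60 min room temperature, stimulation 45 min · Probe or stimulus – NPY (25 nM), isoproterenol (1 µM), Ro 20-1724 (25 µM) · Evaluation – % inhibition of NPY effect · Signal – fluorescence, membrane potential probe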
The depositor's hits bear a star; . = no result given; & = joins results of further samples.

#1 COc1cccc(CNCCO)c1OCc1ccccc1
#2 Cc1ccc(-n2c(O)c(/C=N/Nc3ccc(S(=O)(=O)N4CCOCC4)cc3[N+](=O)[O-])c3ccccc3c2=O)c(C)c1
#3 Cc1ccccc1NC(=O)c1ccc(CSc2ncccn2)cc1
#4 CC(=O)Oc1ccc2occ(C(=O)c3cccs3)c2c1
#5 CCOC(=O)c1sc2nc(C3CC3)cc(-c3ccc(OC)cc3)c2c1N

assay / entry	1	2	3	4	5
S1P4 agonist	0.5	-0.3	1.2	-0.4	-0.3
CHOP inh	-11	57	-1	45	46
S1P4 antag	-23	-17	-9	15	-3
NPY2 pot ag	-1	6	9	-5	-1
EP2 modulator	6	-37	-11	-18	5
TRPN1 ag	0.1	-0.3	-0.2	-0.8	1.5
TRPML3 agonist	0.5	-0.2	-0.1	-0.1	1.2
NPY1 pot ag	14	11	-11	-14	-24
NPY-Y1 antag	2	-2	1	-2	-5

#6 O=C(Nc1cccc(Cl)c1N1CCCC1)c1ccc([N+](=O)[O-])o1
#7 Cc1ccc2nc(-c3ccccc3)cc(C(=O)NCCCn3ccnc3)c2c1
#8 O=C(C1=C[C@H](C2CC2)C[C@H](OCc2ccc(CO)cc2)O1)N1CCOCC1
#9 CCN1CCN(C(c2ccc(F)cc2)c2nnnn2Cc2cccs2)CC1 (stereo not given)
#10 CC(OC(=O)c1cccc(S(=O)(=O)Nc2ccccc2F)c1)C(=O)NCc1ccc2c(c1)OCO2 (stereo not given)

assay / entry	6	7	8	9	10
S1P4 agonist	0.8	-1.6	-0.9	0.1	-0.2
CHOP inh	27	17	13	41	4
S1P4 antag	19	3	-14	12	-15
NPY2 pot ag	5	12	-10	9	-9
EP2 modulator	29	-8&3	27	12	-10
TRPN1 ag	0.8	3.7	0.4	-0.6	-1.4
TRPML3 agonist	0.7	-0.4	0.3	1.2	-0.1
NPY1 pot ag	12	0	-10	13	-9
NPY-Y1 antag	5	7	0	1	7

#11 COc1ccc(-c2nc(C#N)c(N3CCOCC3)o2)cc1OC
#12 Cc1cc(OCC(=O)NC(C)c2ccccc2)ccc1[N+](=O)[O-] (stereo not given)
#13 O=C(CSc1ccc(F)cc1)NCCSc1ccccc1
#14 O=C1c2ccccc2C(Nc2ccc(Cl)cc2)N1CCN1CCOCC1 (stereo not given)
#15 CN(C(=O)c1cccc(COc2ccc(Cl)cc2Cl)c1)c1ccccc1

assay / entry	11	12	13	14	15
S1P4 agonist	1.0	1.6	11*	-1.4	0.9
CHOP inh	-17	-11	27	5	36
S1P4 antag	-10	-15	-7	6	13
NPY2 pot ag	2	-2	-16	-2	-10
EP2 modulator	8	-24	-50	10	32
TRPN1 ag	0.2	1.8	-1.9	2.2	-0.6
TRPML3 agonist	0.4	0.4	-1.3	0.3	-0.5
NPY1 pot ag	-1	-8	-7	5	-11
NPY-Y1 antag	3	1	7	3	6

#16 Cc1ccc(CNC(=O)CCS(=O)(=O)c2ccc(Br)cc2)cc1
#17 CC(=O)Nc1ccc(S(=O)(=O)Nc2nc3ccccc3nc2N2CCc3ccccc3C2)cc1
#18 CCOc1ccc(N2C(=O)C3C(c4ccccc4F)NN(C(=O)c4ccc(C)cc4)C3C2=O)cc1 (stereo not given)
#19 CC(=O)c1c(C(C)=O)c(C)n(CCCCn2c(C)c(C(C)=O)c(C(C)=O)c2C)c1C
#20 C/C(NCC(C)(C)CN(C)C)=C(/C#N)C(=O)NCc1ccccc1

assay / entry	16	17	18	19	20
S1P4 agonist	1.0	-0.2	1.1	1.8	-0.2
CHOP inh	7	21	-7	.	18
S1P4 antag	-3	-10	-2	-7	-6
NPY2 pot ag	-3	7	2	-6	7
EP2 modulator	-7	-3	44	.	-2
TRPN1 ag	-1.0	0.6	-2.0	0.5	0.4
TRPML3 agonist	-0.5	0.7	0.3	0.4	0.9
NPY1 pot ag	0	27	-2	-12	6
NPY-Y1 antag	5	1	2	-3	4

Profiles as entered above:
COc1cccc(CNCCO)c1OCc1ccccc1 in the list: S1P4 agonist = 0.5; CHOP inh = -11; S1P4 antag = -23; NPY2 pot ag = -1; EP2 modulator = 6; TRPN1 ag = 0.1; TRPML3 agonist = 0.5; NPY1 pot ag = 14; NPY-Y1 antag = 2
Cc1ccccc1NC(=O)c1ccc(CSc2ncccn2)cc1 in the list: S1P4 agonist = 1.2; CHOP inh = -1; S1P4 antag = -9; NPY2 pot ag = 9; EP2 modulator = -11; TRPN1 ag = -0.2; TRPML3 agonist = -0.1; NPY1 pot ag = -11; NPY-Y1 antag = 1
O=C(C1=C[C@H](C2CC2)C[C@H](OCc2ccc(CO)cc2)O1)N1CCOCC1 in the list: S1P4 agonist = -0.9; CHOP inh = 13; S1P4 antag = -14; NPY2 pot ag = -10; EP2 modulator = 27; TRPN1 ag = 0.4; TRPML3 agonist = 0.3; NPY1 pot ag = -10; NPY-Y1 antag = 0

The listing continues:
#21 CCCOc1ccc(-c2c(C(=O)N/N=C/c3ccc(OC)cc3)nnn2-c2nonc2N)cc1
#22 COc1ccc(N(CC(=O)Nc2ccc(C)cn2)S(=O)(=O)c2c(C)noc2C)cc1
#23 CCCCCOc1ccc(NC(=O)c2cc(SC)ccc2Cl)cc1
#24 COc1ccc(N2CCN(C(=O)c3cccn4c(=O)c5ccccc5nc34)CC2)cc1
#25 COc1ccc(-n2c(C)cc(-c3csc(NC(=O)c4ccc(S(=O)(=O)N(C)C)cc4)n3)c2C)cc1

assay / entry	21	22	23	24	25
S1P4 agonist	1.3	-0.6	1.3	-0.6	0.2
CHOP inh	16	51	38	2	-23
S1P4 antag	-15	-4	-16	-7	-10
NPY2 pot ag	7	13	1	-1	-5
EP2 modulator	23	5	14	-20	7
TRPN1 ag	0.5	0.0	-0.1	-0.1	0.6
TRPML3 agonist	0.9	1.0	0.1	0.7	1.0
NPY1 pot ag	2	-16	-12	-1	-8
NPY-Y1 antag	-4	-2	3	3	-4

#26 CCc1oc2c(C)c(O)ccc2c(=O)c1-c1ccc2ccccc2n1
#27 COc1cccc(CNC(=O)CCC2CCCN(C(=O)c3ccc(OC)c(F)c3)C2)c1 (stereo not given)
#28 Cc1cccc(C(=O)Nc2ccccc2SCC(=O)Nc2ccc(C)c(Cl)c2)c1
#29 COc1cccc(-n2c(SCC(=O)N3CCOCC3)nc3c([nH]c4ccccc43)c2=O)c1
#30 C[N+](C)(C)CCCN(Cc1ccc2c(c1)OCO2)C(=O)NC1CCCCC1

assay / entry	26	27	28	29	30
S1P4 agonist	-0.1	-0.1	-2.2	-0.3	0.1
CHOP inh	54	-3	73*	.	15
S1P4 antag	3	-9	-18	-12	-13
NPY2 pot ag	-6	-8	2	4	16
EP2 modulator	-16	5	7	.	1
TRPN1 ag	0.2	-1.5	-0.1	1.4	-0.1
TRPML3 agonist	0.0	0.4	0.8	-0.1	0.7
NPY1 pot ag	-38	11	-16	0	29
NPY-Y1 antag	6	4	1	-6	.

#31 COc1cccc(C2=NOC(C(=O)NCc3ccccn3)C2)c1 (stereo not given)
#32 c1ccc2c(c1)[nH]c1c(NCC3CCCO3)ncnc12 (stereo not given)
#33 COc1cc(/C=N/NC(=O)c2cc(-c3cccs3)nc3ccccc23)ccc1O
#34 Cn1c(N)c(C(=O)CSc2nnc(-c3ccccc3F)n2N)c(=O)n(C)c1=O
#35 Cc1cc(NC(=O)c2cc(-c3ccccc3C)nc3ccccc23)no1

assay / entry	31	32	33	34	35
S1P4 agonist	2.2	0.0	0.1	0.8	1.1
CHOP inh	27	20	8	-10	35
S1P4 antag	-6	-12	5	-27	-2
NPY2 pot ag	8	-19	-7	-19	-6
EP2 modulator	-9	-59	-22	-5	30
TRPN1 ag	0.0	3.5	0.5	2.9	-3.5
TRPML3 agonist	0.2	2.6	-0.5	0.0	-0.1
NPY1 pot ag	12	-7	4	5	-5
NPY-Y1 antag	6	2	.	.	0

#36 Cc1csc(SC(C)C(=O)NCC2CCCCC2)n1 (stereo not given)
#37 COc1ccc(N2CCN(C(=O)C3Cc4ccccc4CN3C(=O)c3ccccc3)CC2)cc1 (stereo not given)
#38 O=C(Nc1nc2ccc(Cl)cc2s1)c1ccc(Br)o1
#39 CN(C(=O)COc1ccc(Br)cc1Cl)C1CCCCC1
#40 CC(=O)c1cccc(NC(=O)COC(=O)c2n[nH]c3ccccc23)c1

assay / entry	36	37	38	39	40
S1P4 agonist	2.4	1.2	1.4	0.3	0.7
CHOP inh	8	7	74*	35	1
S1P4 antag	-28	10	-14	8	-8
NPY2 pot ag	-1	2	1	10	4
EP2 modulator	23	1	-5	21	-75
TRPN1 ag	-0.2	1.0	1.1	-0.8	2.0
TRPML3 agonist	0.1	-2.3	0.7	0.5	3.1
NPY1 pot ag	0	0	22	31	-2
NPY-Y1 antag	8	14	-3	3	-4

#41 CCOC(=O)c1[nH]c(=O)[nH]c1CSc1ccccn1
#42 COc1ccccc1NC(=S)NNC(=O)c1nn(C)cc1Cl
#43 CCOC(=O)c1ccc2c(c1)n(CCCS(=O)(=O)[O-])c(/C=C/c1ccc(Cl)cc1)[n+]2CC
#44 O=C(/C=C/c1ccc(Cl)cc1Cl)c1nc2ccccc2[nH]1
#45 O=C(NC1CC1)c1ccc2c(c1)ncn2C1CCCC1

assay / entry	41	42	43	44	45
S1P4 agonist	0.6	0.5	-0.7	-1.0	-0.4
CHOP inh	-35	-10	11	29	20
S1P4 antag	-16	7	6	-10	-11
NPY2 pot ag	-9	-11	-11	-1	16
EP2 modulator	11	0	4	-8	-10
TRPN1 ag	0.8	-0.1	0.0	0.1	1.6
TRPML3 agonist	0.0	-0.7	0.1	0.2	1.1
NPY1 pot ag	-25	-1	-21	6	-9
NPY-Y1 antag	-1	-2	.	-6	-2

#46 O=C(Nc1ccc(S(=O)(=O)Nc2ncccn2)cc1)c1ccc(S(=O)(=O)N2CCCC2)cc1
#47 CCOC(=O)CCC(=O)c1c(C)oc2ccc(OC)cc12
#48 O=C(c1cccc([N+](=O)[O-])c1)c1ccc2c(c1)OCCOCCOCCOCCO2
#49 Cc1ccc(/C=N/NC(=O)c2cccnc2)o1
#50 N/C(=N/OC(=O)c1ccccc1Cl)c1nonc1N
#51 O=C(COc1cccc(F)c1)Nc1ccc2[nH]c(=O)[nH]c2c1
#52 O=C(COC(=O)/C=C/c1ccc(S(=O)(=O)N2CCOCC2)cc1)NCc1ccc2c(c1)OCO2

assay / entry	46	47	48	49	50	51	52
S1P4 agonist	0.1	1.0	1.3	1.0	0.6	2.5	1.2
CHOP inh	7	57	-3	1	-12	-14	5
S1P4 antag	-10	-9	-8	-19	-18	-8	-10
NPY2 pot ag	-8	0	7	-5	4	2	3
EP2 modulator	-9	11	-22	-18	-27	-2	-7
TRPN1 ag	-1.1	0.2	0.6	-1.6	-1.0	-0.3	1.5
TRPML3 agonist	0.8	0.0	-0.2	0.0	-0.5	0.4	1.1
NPY1 pot ag	-10	-36	9	4	13	5	5
NPY-Y1 antag	-5	-1	.	11	-1	-5	-1

Screens as filed in PubChem BioAssay.
